Screens deposited in PubChem BioAssay by National Center for Advancing Translational Sciences (NCATS).
SW480 rerep = A quantitative high throughput screen for small molecules that induce DNA re-replication in SW480 colon adenocarcinoma cells; Potency, µM (doses to about 46.1 µM), for the others: at the highest dose re-replication activation, hits mostly activators; AID 624297, 2012; SW480 DNA re-replication, Hoechst DNA content imaging, 48 h; 340,000 tested, 1.8% active; also: potency is read from the fitted curve at half-maximal effect; % of control where 0% means no effect; nearly all actives have a fitted effect of over 55% in size
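Readout is total intensity of Hoechst-stained nuclei, excited at 405 nm and collected at 500-530 nm. Compound treatment lasted 48 hr at 37 C in 5% CO2 before staining.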
HT1080 IDH1KD tx = qHTS for induction of synthetic lethality in tumor cells producing 2HG: qHTS for the HT-1080-IDH1KD cell line | HT-1080 IDH1 knockdown viability, ATP luminescence, 48 h | Potency, µM (highest dose often 46.1 µM), for inactives: at the top dose activity, negative = toxicity, most hits filed as cytotoxic | 360,000 tested, 2% active | AID 686971, 2013;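 also: potency is read from the fitted curve at half-maximal effect; 0% = DMSO wells and -100% = cell-free medium wells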
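Luminescent ATP read-out (CellTiter-Glo, 10 min at room temperature) after 48 h compound exposure at 37 °C gave viability of IDH1-knockdown HT-1080 cells. Activity was normalised to DMSO and cell-free wells, then fitted as concentration-response curves.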
ATXN2 expr inh = Primary qHTS for Inhibitors of ATXN expression. AID 1745845, 2022. 360,000 tested, 0.72% active. HEK-293 ATXN2-luciferase reporter, luminescence, 24 h. Potency, µM (top dose mostly 57 µM), for inactives: top-dose activity change, negative = inhibition, hits mostly inhibitors; also: potency is read from the fitted curve at half-maximal effect; % is scaled to controls: 0 for no effect and ±100 for the full control effect; nearly all actives have a fitted effect of over 55% in size
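qHTS (up to 57 uM final) was run with 24 h compound exposure of reporter cells at 37 °C. Each well was multiplexed: SteadyGlo luminescence measured ATXN2-luciferase expression after a fluorogenic Gly-Phe-AFC viability readout (25 uM final).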
HT1080NT lethal = qHTS for induction of synthetic lethality in tumor cells producing 2HG: qHTS for the HT-1080-NT fibrosarcoma cell line. Potency, µM (series often up to 46.1 µM), for the others: at the top dose activity, negative = less viability, actives largely listed as cytotoxic. 360,000 tested, 1.6% active. HT-1080-NT fibrosarcoma viability, CellTiter-Glo ATP luminescence, 48 h;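 also: NT is the 2HG producing partner of a matched IDH1 knockdown line; potency is read from the fitted curve at half-maximal effect; 0% = DMSO-treated cells and -100% = media-only wells without cells; nearly all actives have a fitted effect of over 55% in size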
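Viability of the 2HG-overproducing fibrosarcoma line after 48 hours of compound exposure at 37 degrees C was determined by luminescence with CellTiter-Glo, and concentration-effect curves were then fitted and categorized.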
IL1B secr inh = qHTS for Inhibitors of Inflammasome Signaling: IL-1-beta AlphaLISA Primary Screen | THP-1 LPS/ATP IL-1B secretion, AlphaLISA, 16 h; hits give low values | activity change, % at 57.5 µM | 360,000 tested, 4.7% active; in the data active = activity change below about -50%; inconclusive = mostly about -30% to -49%; also: % is scaled to controls: 0 for no effect and ±100 for the full control effect
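Secreted IL-1B measured by AlphaLISA bead assay after 16 h compound exposure of THP-1 cells; compounds (final up to 57.5 uM) added 1 h before LPS (250 ng/mL) and ATP (1.25 mM) stimulation; lower signal means less secretion.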
S2 tox = Viability Counterscreen for Primary qHTS for Inhibitors of ATXN expression; Potency, µM (series often up to 56.7 µM), usual class: cytotoxic; 400,000 tested, 0.49% active; S2 cells (HEK-293 line with an ATXN2-luciferase reporter) viability, CellTiter-Fluor protease fluorescence, 24 h; AID 651635, 2014; also: potency is read from the fitted curve at half-maximal effect; nearly all actives have a fitted effect of over 40% in size
HepG2 tox = qHTS for Inhibitors of TGF-b: Cytotox Counterscreen; Potency, µM (series often up to 46.1 µM), for the others: at the top dose activity change, negative = cytotoxicity, hits mostly cytotoxic; 410,000 tested, 0.76% active; HepG2 CAGA-GFP viability, ATP luminescence, 18 h; AID 588856, 2011; also: potency is read from the fitted curve at half-maximal effect; some results filed as inactive show a strong effect at the top dose
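HepG2 CAGA-GFP cells (1000/well, DMEM with 1% FBS) received compound, then TGF-beta at 500 pg/mL final, and were incubated 18 hours at 37 degrees C. Viability was read by CellTiter-Glo luminescence. Media-only wells were set as complete cell-killing and DMSO as no toxicity.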
KB-3-1 cytotox = qHTS assay for MDR1-selective chemotherapeutics: Primary screen using the parental adenocarcinoma cell KB-3-1 | KB-3-1 viability, CellTiter-Glo ATP luminescence, 72 h | Potency, µM (top dose mostly 46.1 µM), for the others: top-dose activity change, negative = cytotoxic, hits mostly cytotoxic | 400,000 tested, 1.4% active | AID 1347075, 2019; also: potency is read from the fitted curve at half-maximal effect; % is scaled to controls: 0 for no effect and ±100 for the full control effect; nearly all actives have a fitted effect of over 60% in size
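Cytotoxicity in the drug-sensitive parental line KB-3-1 was scored as loss of CellTiter-Glo luminescence following 72 h incubation with compound. Values come from curve fitting of normalized concentration-response data.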
MCF10A rereplic = A quantitative high throughput screen for small molecules that induce DNA re-replication in MCF 10a normal breast cells; Potency, µM (highest dose often 46.1 µM), inactives show top-dose activity, positive = re-replication, actives largely listed as activators; 350,000 tested, 2.9% active; MCF 10A DNA re-replication, Hoechst nuclear intensity, 48 h; also: potency is read from the fitted curve at half-maximal effect; % of control where 0% means no effect; nearly all actives have a fitted effect of over 50% in size
* = called active by the depositor; i = inactive; u = inconclusive; x = not tested or not shown; [ ] = remark or other dose. Unless noted, calls follow the shape of the dose curve; as a rule, active = well fitted curve in the direction sought with a large enough effect; inconclusive = small, poorly fitted or top-dose-only effect, or another doubt; inactive = no such curve, though single readings can be large; an effect the other way counts as inactive or inconclusive. Outcome played no part in choosing rows. About 8.9% of those tested had a hit in this group.

Results follow in this order: HepG2 tox	MCF10A rereplic	HT1080NT lethal	HT1080 IDH1KD tx	IL1B secr inh	ATXN2 expr inh	KB-3-1 cytotox	SW480 rerep	S2 tox
- COc1ccc(C2C(C(N)=O)=C(C)Nc3nc(-c4ccccc4Cl)nn32)c(OC)c1 (stereo not given)
    -77%	-3%	-8%	-7%	-3	27%	-20%	-8%	i
- CS(=O)(=O)N1CCc2cc(-c3csc(NC(=O)Cc4cccs4)n3)ccc21
    -35%	7%	10µM*	u	-65*	18µM*	-15%	-6%	u
- C/C(=N\NC(=O)c1cc(Br)ccc1O)c1cccc(NC(=O)c2ccccc2F)c1
    -27%	8%	7%	-18%	i	3%	29%	-2%	u
- CCCC(O)(CCC)C(=O)NNc1ccccc1
    -4%	7%	-29%	-21%	0	-3%	13%	10%	i
- CCN(CC)S(=O)(=O)c1ccc2nc(CSc3nnnn3-c3ccc(O)cc3)[nH]c2c1
    -22%	3%	-9%	-3%	15	-8%	-4%	7%	i
- O=C(CN(C(=O)c1csnn1)c1cccc2c1CCCC2)NCc1ccccc1
    -2%	u	6%	-4%	-2	16%	3%	-11%	i
- NC(=O)CSc1nnc(-c2ccc(S(=O)(=O)N3CCOCC3)cc2)n1Cc1ccccc1
    0%	-3%	6%	-4%	-4	-1%	0%	-5%	i
- CCCN1CCN(C(=O)c2cccc3c2C(=O)N(CCOC)C3)CC1
    4%	-5%	4%	9%	-6	-13%	13%	-18%	u
- Cc1ccc(C(C(=O)NC(C)(C)C)N(C(=O)c2csnn2)c2ccccc2F)o1 (stereo not given)
    -22%	2%	-3%	-1%	1	2%	-1%	1%	i
- Cc1cc(C(=O)COC(=O)C2=NNC(=O)CC2)c(C)n1-c1ccc(OC(F)F)cc1
    -1%	-1%	-2%	-3%	-3	-8%	-5%	2%	i
- Cc1ccc(Nc2c(-c3ccsc3)nc3cccc(C)n23)cc1
    -109%	x	-28%	-23%	x	-21%	u	x	x
- O=C(NCCC1=CCCCC1)C1CCN(S(=O)(=O)c2ccc(Br)s2)CC1
    -36%	u	5%	4%	11	-5%	-21%	1%	i
- C=CCn1c(C)nnc1SCC(=O)c1[nH]c(C)c(C(C)=O)c1C
    6%	5%	7%	8%	59	7%	-4%	-12%	i
- COc1ccc(/C=N\Nc2ccccn2)c(OC)c1
    -21%	-1%	-2%	-8%	-17	28%	15%	u	i
- O=C(NC(=S)NNC(=O)c1ccccc1O)c1ccc(F)cc1
    -12%	14%	u	u	51	-37%	u	u	i
- COc1ccc(OC)c(S(=O)(=O)Nc2ccc3c(c2)N(C(C)=O)CCC3)c1
    0%	0%	-6%	0%	9	2%	-17%	0%	i
- C/C(=N\NC(=S)Nc1ccccc1C)c1ccc(O)cc1
    -3%	2%	-10%	-3%	-2	4%	2%	0%	i
- COc1cccc(NC(=O)CSCc2n[nH]c(=O)[nH]2)c1
    -2%	-2%	5%	1%	11	-12%	1%	-3%	i
- O=C(c1ccc(OC2CCN(C/C=C/c3ccccc3)CC2)cc1)N1CCCC1
    0%	1%	2%	0%	i	-16%	-7%	-6%	u
- CCOP(=O)(OCC)C(Nc1ccccn1)c1ccc(F)cc1 (stereo not given)
    -5%	-3%	12%	-2%	11	13%	13%	-31%[inhibitor]	i
- CCC1Oc2ccc(C)cc2N(CC(=O)NCc2ccco2)C1=O (stereo not given)
    1%	-6%	18%	17%	-2	-16%	7%	2%	i
- COc1ccc(S(=O)(=O)N2CCCCC2C(=O)O)cc1 (stereo not given)
    -14%	18%	5%	0%[9.24 µM]	14	-5%	0%	2%	i
- Cc1cc(N2CCOCC2)nc(SCC(=O)c2ccccc2)n1
    -22%	3%	4%	8%	13	44%[activator]	8%	2%	i
- CCN1C(=O)[C@@H]2[C@@H](c3ccc(-c4ccc(C(C)=O)cc4)cc3)N3CCCC[C@@]3(C(=O)OC)[C@@H]2C1=O
    4%	-8%	-1%	3%	0	8%	-3%	u	i
- CC(=O)Nc1ccccc1C(=O)N1CCN(c2cccc(C)c2C)CC1
    -21%	2%	-4%	11%	-27	-15%	-17%	0%	i
- COc1cc(OC)cc(C(=O)NCC(=O)N2CCC(C)CC2)c1
    6%	4%	9%	-1%	0	-1%	-2%	0%	i
- COc1ccc(-n2cc(C(=O)O)c(=O)cc2C)cc1
    2%	-2%	11%	20%	4	0%	20%	-7%	u
- Cc1cccc(-[n+]2c(C)cc(C)c3c(=O)[nH]c(=O)[nH]c32)c1
    19%	1%	3%	-3%	-6	5%	-3%	2%	i
- NC(=O)NC(c1ccccc1)c1ccccc1
    5%	27%	0%	19%	13	-4%	4%	18%	i
- COc1cccc(NC(=O)COC(=O)c2cccnc2)c1
    -7%	-2%	5%	8%	18	5%	4%	-5%	i
- COc1ccc(-c2cc(C(F)(F)F)nc(N3CCN(Cc4ccccc4)CC3)n2)cc1OC
    -7%	24%	-3%	0%	19	-32%	0%	-4%	i
- Cc1sc2ncn(CC(=O)NCc3ccccc3)c(=O)c2c1C
    14%	u	-13%	-15%	24	-10%	u	u	i
- CN(N=Cc1ccc([N+](=O)[O-])cc1)c1ccccn1
    -3%	x	14%	12%	-58*	x	0%	x	i
- O=C(C1=C[C@@H](c2coc3ccccc3c2=O)C[C@@H](OCc2ccc(CO)cc2)O1)N1CCCCCCC1
    -5%	1.3µM*	10%	7%	-19	0%	4%	5%[9.22 µM]	u
- CCOC(=O)CNC(=O)N1CCCC(C(=O)c2ccccc2SC)C1 (stereo not given)
    6%	5%	-2%	1%	-7	x	-4%	8%	i
- COC(=O)c1cc(Br)cn1S(=O)(=O)c1ccccc1
    11%	0%	-7%	-8%	16	1%	-12%	-2%	i
- COc1ccc(C(=O)N/N=C(/C)c2cccc(NC(=O)c3ccncc3)c2)cc1OC
    -37%	-27%	-1%	-1%	-14	1%	2%	-7%	i
- COc1cc(OC)cc(C(C)=O)c1
    -18%	-3%	12%	14%	6	-20%	5%	-1%	i
- COC(=O)N/N=C/c1cccs1
    -11%	-1%	0%	4%	-10	-10%	u	-8%	i
- O=S1(=O)N[C@@H](Cc2ccccc2)COc2cccc(N3CCC[C@@H]3CO)c21
    x	x	-3%	3%	-13	3%	9%	x	i
- O=C(c1cccn2c(=O)c3cc(Cl)ccc3nc12)N1CCN(Cc2ccc3c(c2)OCO3)CC1
    0%	10µM*	5%[9.24 µM]	-27%	-26	-26%	u	18µM*	i
- CC(C)(C)OC(=O)N1CCC(C(=O)Nc2cccc(C(=O)N3CCCCC3)c2)CC1
    2%	4%	18%	12%	-4	7%	4%	-13%	i
- CCOC(=O)N1CCN(Cc2nc(C3CC3)no2)CC1
    1%	-15%	-10%	22%	0	-4%	-1%	-5%	i
- CC1Oc2ccccc2N(Cc2cccnc2)C1=O (stereo not given)
    -4%	-2%	2%	4%	-13	3%	9%	-13%	i
- CN(CC(=O)Nc1cccc(F)c1)C(=O)CCN1C(=O)C2CC=CCC2C1=O (stereo not given)
    -6%	-2%	-2%	-2%	45	3%	-2%	-3%	i
- COc1cccc(C(=O)OCc2cc(=O)oc3c(C)c(C)ccc23)c1OC
    -19%	-5%	24%	21%	11	-5%	18%	-10%	i
- O=C(NCc1ccc(F)cc1)C(=O)NCC1OCCN1S(=O)(=O)c1ccc2c(c1)OCCO2 (stereo not given)
    1%	-3%	22%	1%	-6	-22%	11%	7%	u
- O=C(CN1CCOCC1)Nc1nc(-c2ccccc2Cl)cs1
    -15%	-4%	-9%	-13%	-29	4%	-1%	-1%	i
- NC12CC3CC(C1)CC(CO)(C3)O2
    -5%	13%	4%	5%	29	-2%	12%	-1%	i
- CN1N=C(C(=O)N2CCc3c([nH]c4ccccc34)C2c2c(F)cccc2Cl)CCC1=O (stereo not given)
    -24%	-1%	-15%	-22%	24	25%	16%	2%	i
- CCCOc1ccc(C2CC(=O)NC2=O)cc1 (stereo not given)
    -15%	1%	-21%	0%	-7	3%	0%	-105%[inhibitor]	i
- CCN1CCN(CCCNC(=O)Cn2nc(C)n3nc(-c4ccccc4)cc3c2=O)CC1
    -7%	u	15%	11%	15	5%	8%	0%	i
- CCOCCn1ccc2c(OCC(=O)Nc3ccccc3OC)cccc2c1=O
    -5%	u	u	-23%	-60*	-29%	5%	-468%[inhibitor]	i
- Cc1ccc(-c2nnc(N3CCC(C)CC3)c3ccccc23)cc1
    -27%	u	-16%	-20%	-14	x	-21%	u	u
- O=C(CCN1C(=O)C2CC=CCC2C1=O)Nc1nc(-c2ccc(F)c(F)c2)cs1 (stereo not given)
    -5%	23%	-9%	-8%	-1	u	0%	u	u
- CNC(=O)COC(=O)C1CCN(S(=O)(=O)c2ccc3c(c2)OCCO3)CC1
    -14%	-19%	10%	-2%	14	x	-4%	-8%	i
- COc1cc(C=C(C(C)=O)C(C)=O)ccc1O
    -11%	u	0%	-2%	-67*	7%	-14%	0%	i
- Cc1nn(S(=O)(=O)c2cccc([N+](=O)[O-])c2)c(C)c1S(=O)(=O)N1CCOCC1
    14%	6%	6%	16%	22	7%	2%	2%	i
